T cruzi intra: inhibitors of intracellular Trypanosoma cruzi, primary screen, cell-based, plate reader, single point, set 2; intracellular Trypanosoma cruzi in host cells; activity score (inhibition), % at 5.01 µM; hit rate 4.9% among 22,000; in the data active means activity score above about 55%;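 further: parasites and compound incubated about four days before reading; 0% = median of neutral control wells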
INS-1E rescue: protection of INS-1E cells from cytokine death, primary screen, ATP luminescence, single point | INS-1E cytokine-induced death, 48 h; normalised: neutral wells 0, positive control 100 | protection from cytokine-induced ATP loss, % at 10 µM | hit rate 0.1% among 20,000 | AID 488910, 2010;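 active means mean replicate protection from cytokine-induced ATP loss at least 50% and at least 75% of replicates each reaching 50%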
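Assay system: INS-1E rat cells / Quantity: 8000 cells per well / Medium: RPMI without phenol red, 5% FBS / Probe or stimulus: three-cytokine cocktail (IFN-γ, TNF-α, IL-1β) / Dosing: one compound concentration, pin transfer / Timing: 48 h co-treatment, 10 min post-lysis read / Technique: CellTiter-Glo luminescence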
* hit, by the source's call; . = not tested or not shown.

1: C[C@@H]1CCCCO[C@H](CN(C)S(C)(=O)=O)[C@@H](C)CN([C@H](C)CO)C(=O)c2cc(NS(=O)(=O)c3ccc(Cl)cc3)ccc2O1
2: CC(C)NC(=O)N(C)C[C@@H]1Oc2c(NS(=O)(=O)c3ccc(F)cc3)cccc2C(=O)N([C@H](C)CO)C[C@@H]1C
3: Cc1ccc(S(=O)(=O)N(C)C[C@@H]2Oc3ccc(NC(=O)Cc4cn(C)c5ccccc45)cc3C(=O)N([C@H](C)CO)C[C@@H]2C)cc1
4: COc1ccc(S(=O)(=O)Nc2ccc3c(c2)C(=O)N([C@H](C)CO)C[C@@H](C)[C@H](CN(C)Cc2ccc(Cl)c(Cl)c2)O3)cc1
5: COc1ccccc1CN(C)C[C@@H]1OCc2cnnn2CCCC(=O)N([C@@H](C)CO)C[C@@H]1C
6: C[C@H]1CN([C@@H](C)CO)C(=O)c2cccc(NC(=O)CCCCCC(=O)Nc3ccccc3N)c2O[C@H]1CN(C)C(=O)Nc1ccc2c(c1)OCO2
7: Cc1cccc(S(=O)(=O)N(C)C[C@H]2OCc3cn(nn3)CCCC(=O)N([C@@H](C)CO)C[C@@H]2C)c1
8: Cc1noc(C)c1S(=O)(=O)Nc1cccc2c1O[C@@H](CN(C)CC1CCCCC1)[C@@H](C)CN([C@H](C)CO)C2=O

Compound	1	2	3	4	5	6	7	8
T cruzi intra	12	31	24	17	3	13	-2	-13
INS-1E rescue	1	2	-2	.	.	2	.	-8

9: C[C@@H]1CN([C@@H](C)CO)C(=O)CCCn2nncc2CO[C@H]1CN(C)S(=O)(=O)c1ccc2c(c1)OCCCO2
10: C[C@H](CO)N1C[C@H](C)[C@H](CN(C)S(=O)(=O)c2ccc(Cl)cc2)Oc2ccc(NC(=O)Cn3cnnn3)cc2CC1=O
11: CNC[C@@H]1Oc2c(NS(=O)(=O)c3cccs3)cccc2C(=O)N([C@@H](C)CO)C[C@@H]1C
12: C[C@H]1CN([C@@H](C)CO)C(=O)c2cccc(NS(=O)(=O)c3ccc(F)cc3)c2O[C@@H]1CN(C)Cc1ccncc1
13: C[C@@H]1CN([C@@H](C)CO)C(=O)c2cc(NS(=O)(=O)c3ccc(F)cc3)ccc2O[C@@H]1CN(C)C(=O)Nc1ccc2c(c1)OCO2
14: CC(C)NC(=O)Nc1ccc2c(c1)CC(=O)N([C@H](C)CO)C[C@@H](C)[C@H](CN(C)C(=O)NC1CCCCC1)O2
15: CNC[C@H]1Oc2ccc(NC(=O)c3ccncc3)cc2CC(=O)N([C@@H](C)CO)C[C@H]1C
16: C[C@@H]1CN([C@H](C)CO)C(=O)c2cc(NC(=O)Nc3ccc(C(F)(F)F)cc3)ccc2O[C@@H]1CN(C)Cc1ccc(C(=O)Nc2ccccc2N)cc1

Compound	9	10	11	12	13	14	15	16
T cruzi intra	8	7	-8	-20	-12	-16	-12	34
INS-1E rescue	.	3	3	5	0	9	0	-16

17: C[C@@H]1CCCCO[C@@H](CN(C)S(=O)(=O)c2cn(C)cn2)[C@@H](C)CN([C@H](C)CO)C(=O)c2cc(NC(=O)c3ccncc3)ccc2O1
18: Cc1noc(C)c1NC(=O)N(C)C[C@H]1Oc2ccc(NS(=O)(=O)c3cn(C)cn3)cc2C(=O)N([C@H](C)CO)C[C@@H]1C
19: COc1ccc(NC(=O)Nc2ccc3c(c2)C(=O)N([C@H](C)CO)C[C@@H](C)[C@@H](CN(C)Cc2ccc(Cl)c(Cl)c2)O3)cc1
20: COc1ccc(CN(C)C[C@H]2OCCCC[C@@H](C)Oc3ccc(NS(=O)(=O)c4cccs4)cc3C(=O)N([C@H](C)CO)C[C@@H]2C)cc1
21: COc1ccc(CN(C)C[C@H]2Oc3ccc(NC(=O)Nc4ccc(C(F)(F)F)cc4)cc3C(=O)N([C@H](C)CO)C[C@@H]2C)cc1
22: C[C@@H]1CN([C@@H](C)CO)C(=O)c2cc(NS(=O)(=O)c3cccs3)ccc2O[C@H]1CN(C)Cc1ccc(Cl)c(Cl)c1
23: Cc1ccc(S(=O)(=O)Nc2ccc3c(c2)CC(=O)N([C@H](C)CO)C[C@@H](C)[C@@H](CN(C)Cc2ccccc2)O3)cc1
24: COc1ccc(S(=O)(=O)N(C)C[C@H]2Oc3ccc(NC(=O)C4CC4)cc3CC(=O)N([C@H](C)CO)C[C@H]2C)cc1

Compound	17	18	19	20	21	22	23	24
T cruzi intra	-26	-11	1	8	28	6	33	-11
INS-1E rescue	8	5	-18	3	-11	-15	-9	13

Entries of single compounds from above. Screens in order: T cruzi intra, INS-1E rescue
Shown for COc1ccc(S(=O)(=O)N(C)C[C@H]2Oc3ccc(NC(=O)C4CC4)cc3CC(=O)N([C@H](C)CO)C[C@H]2C)cc1 : -11, 13
Shown for C[C@@H]1CCCCO[C@@H](CN(C)S(=O)(=O)c2cn(C)cn2)[C@@H](C)CN([C@H](C)CO)C(=O)c2cc(NC(=O)c3ccncc3)ccc2O1 : -26, 8
Shown for COc1ccc(CN(C)C[C@H]2Oc3ccc(NC(=O)Nc4ccc(C(F)(F)F)cc4)cc3C(=O)N([C@H](C)CO)C[C@@H]2C)cc1 : 28, -11

Additional structures follow:
25: COc1ccc(NC(=O)N(C)C[C@@H]2Oc3ccc(NS(=O)(=O)c4c(C)noc4C)cc3CC(=O)N([C@H](C)CO)C[C@H]2C)cc1
26: C[C@@H]1CN([C@H](C)CO)C(=O)Cc2cc(NC(=O)C3CC3)ccc2O[C@@H]1CN(C)C(=O)Nc1cccc2ccccc12
27: Cc1noc(C)c1S(=O)(=O)N(C)C[C@@H]1OCc2cnnn2CCCC(=O)N([C@@H](C)CO)C[C@@H]1C
28: C[C@H]1CN([C@@H](C)CO)C(=O)c2cc(NC(=O)Cn3cnnn3)ccc2O[C@@H]1CN(C)C(=O)Nc1cccc2ccccc12
29: C[C@@H]1CN([C@@H](C)CO)C(=O)Cc2cc(NC(=O)Nc3ccc(F)cc3)ccc2O[C@@H]1CN(C)Cc1ccc(C(=O)Nc2ccccc2N)cc1
30: Cc1ccc(S(=O)(=O)N(C)C[C@@H]2Oc3ncc(-c4cccc(F)c4)cc3C(=O)N([C@H](C)CO)C[C@@H]2C)cc1
31: COc1ccc(NC(=O)N(C)C[C@@H]2Oc3ccc(NS(=O)(=O)c4ccccc4)cc3C(=O)N([C@@H](C)CO)C[C@H]2C)cc1
32: C[C@@H]1CCCCO[C@@H](CN(C)S(=O)(=O)c2ccc(Cl)cc2)[C@@H](C)CN([C@H](C)CO)C(=O)c2cc(NC(=O)Cc3ccccc3)ccc2O1

Compound	25	26	27	28	29	30	31	32
T cruzi intra	-13	-7	-17	-7	63*	40	-9	-19
INS-1E rescue	14	6	.	4	-6	.	-1	-3

33: C[C@H](CO)N1C[C@H](C)[C@H](CN(C)S(=O)(=O)c2ccccc2)Oc2ccc(NS(=O)(=O)c3ccc(F)cc3)cc2C1=O
34: Cc1noc(C)c1S(=O)(=O)N(C)C[C@@H]1Oc2c(NS(=O)(=O)c3ccc(F)cc3)cccc2C(=O)N([C@H](C)CO)C[C@@H]1C
35: C[C@H](CO)N1C[C@H](C)[C@H](CN(C)S(=O)(=O)c2cn(C)cn2)Oc2c(NC(=O)C3CCOCC3)cccc2C1=O
36: C[C@@H]1CN([C@H](C)CO)C(=O)c2cc(NC(=O)CCCCCC(=O)Nc3ccccc3N)ccc2O[C@@H]1CN(C)Cc1ccccc1
37: COc1ccc(S(=O)(=O)Nc2cccc3c2O[C@H](CN(C)S(=O)(=O)c2c(C)noc2C)[C@@H](C)CN([C@@H](C)CO)C3=O)cc1
38: C[C@@H]1CN([C@H](C)CO)C(=O)Cc2cc(NS(=O)(=O)c3cccs3)ccc2O[C@H]1CN(C)Cc1ccc(Oc2ccccc2)cc1
39: C[C@@H]1CCCCO[C@H](CN(C)S(=O)(=O)c2cccs2)[C@@H](C)CN([C@H](C)CO)C(=O)c2cc(NC(=O)c3ccccc3)ccc2O1
40: C[C@@H]1CCCCO[C@@H](CN(C)C(=O)Nc2cccc3ccccc23)[C@@H](C)CN([C@H](C)CO)C(=O)c2cc(NC(=O)Nc3ccc4c(c3)OCO4)ccc2O1

Compound	33	34	35	36	37	38	39	40
T cruzi intra	58*	24	-18	-25	-13	19	6	-3
INS-1E rescue	-5	4	11	-7	13	-34	-13	-3

Brought forward from above: 3 compounds; new compounds follow.
38: C[C@@H]1CN([C@H](C)CO)C(=O)Cc2cc(NS(=O)(=O)c3cccs3)ccc2O[C@H]1CN(C)Cc1ccc(Oc2ccccc2)cc1
39: C[C@@H]1CCCCO[C@H](CN(C)S(=O)(=O)c2cccs2)[C@@H](C)CN([C@H](C)CO)C(=O)c2cc(NC(=O)c3ccccc3)ccc2O1
40: C[C@@H]1CCCCO[C@@H](CN(C)C(=O)Nc2cccc3ccccc23)[C@@H](C)CN([C@H](C)CO)C(=O)c2cc(NC(=O)Nc3ccc4c(c3)OCO4)ccc2O1
41: COc1ccc(NC(=O)N(C)C[C@H]2Oc3ccc(NS(=O)(=O)c4ccc(F)cc4)cc3C(=O)N([C@@H](C)CO)C[C@H]2C)cc1
42: CNC[C@H]1Oc2ccc(NC(=O)c3ccncc3)cc2C(=O)N([C@@H](C)CO)C[C@@H]1C
43: C[C@H](CO)N1C[C@H](C)[C@@H](CN(C)Cc2ccc(-c3ccccc3)cc2)Oc2c(NC(=O)CCCCCC(=O)Nc3ccccc3N)cccc2C1=O
44: Cc1ccc(S(=O)(=O)N(C)C[C@H]2OCc3cnnn3CCCC(=O)N([C@@H](C)CO)C[C@@H]2C)cc1
45: COc1ccc(NC(=O)N(C)C[C@@H]2Oc3ncc(C#CCN(C)C)cc3C(=O)N([C@H](C)CO)C[C@@H]2C)cc1
46: COc1ccc(CN(C)C[C@H]2Oc3ccc(NC(=O)Nc4ccccc4)cc3C(=O)N([C@@H](C)CO)C[C@H]2C)cc1

Compound	38	39	40	41	42	43	44	45	46
T cruzi intra	19	6	-3	-1	2	75*	-2	-19	-26
INS-1E rescue	-34	-13	-3	.	11	-4	-2	.	0

Screen by screen, quoted from above:
Nos. 41–45 in T cruzi intra: -1, 2, 75*, -2, -19

Random excerpt: 3 entries already listed, in no set order.
39: C[C@@H]1CCCCO[C@H](CN(C)S(=O)(=O)c2cccs2)[C@@H](C)CN([C@H](C)CO)C(=O)c2cc(NC(=O)c3ccccc3)ccc2O1
31: COc1ccc(NC(=O)N(C)C[C@@H]2Oc3ccc(NS(=O)(=O)c4ccccc4)cc3C(=O)N([C@@H](C)CO)C[C@H]2C)cc1
18: Cc1noc(C)c1NC(=O)N(C)C[C@H]1Oc2ccc(NS(=O)(=O)c3cn(C)cn3)cc2C(=O)N([C@H](C)CO)C[C@@H]1C

Compound	39	31	18
T cruzi intra	6	-9	-11
INS-1E rescue	-13	-1	5

Screens deposited in PubChem BioAssay by Broad Institute.
